High-throughput results: PubChem, NCI
NCI-60 one-dose screen, 48 h, at 10 µM unless noted. Numbers give growth in % (100 = growth as untreated, 0 = no growth, -100 = all killed).
NCI-H522 – NCI-H522 lung cancer; hit rate 8% among 78,000; AID 1794739
NCI-H23 – NCI-H23 lung cancer; hit rate 4% among 80,000; AID 1794731
COLO 205 – COLO 205 colon cancer; hit rate 7.3% among 79,000; AID 1794742
KM12 – KM12 colon cancer cells. hit rate 5% among 82,000. AID 1794800
NCI-H226 – NCI-H226 lung cancer | AID 1794732 | hit rate 3.5% among 79,000
IGROV1 – IGROV1 ovarian cancer; hit rate 4.7% among 79,000; AID 1794786
NCI-H322M – NCI-H322M lung cancer | hit rate 2.7% among 80,000
NCI/ADR-RES – NCI/ADR-RES ovarian cells; hit rate 4.4% among 81,000; AID 1794790
NCI-H460 – NCI-H460 lung cancer. hit rate 6.8% among 82,000
* = called active by the depositor; / = not tested or not shown; & = joins results of further samples. Rule for the calls: active = growth percent below 10; inactive = the rest.

SMILES	NCI-H522	NCI-H23	COLO 205	KM12	NCI-H226	IGROV1	NCI-H322M	NCI/ADR-RES	NCI-H460
COc1ccc(NC(=O)NS(=O)(=O)c2ccc(N3N=C(c4cc5ccccc5oc4=O)CC3c3ccc(OC)c(OC)c3)cc2)cc1 (stereo not drawn)	/	85	115	101	90	109	100	100	105
COC1C(O)C(O)C(O)C(O)C1O (stereo not drawn)	62&104	93&103	101&105	100&105	107&111	111&107	100&113	94&110	111
CC(C)(Cl)CCC1=C(Cl)C(=O)c2ccccc2C1=O	-30*	33	84	36	63	40	100	63	66
c1ccc2c(c1)CN1CCCC3=C(c4cncnc4)c4ccccc4C321 (stereo not drawn)	99	100	115	104	98	106	105	103	105
CCOC(=O)c1sc(Nc2ncccn2)nc1-c1ccccn1	86	84	98	83	93	87	85	69	67
CCCCCCCC/C=C\CCCCCCCC(=O)OC	102	115	112	115	94	/	/	117	103
CNc1cc(N2CCC3(CC2)CN(c2cc(F)c(CN4CCC(C)(C)CC4)cc2F)CC(=O)N3)ncn1	97	94	70	90	70	76	91	82	94
C#CCOc1ccc2ncnc(Nc3ccc(NC(=O)C=C)cc3)c2c1	-76*	2.1*	-58*	8.9*	98	-59*	70	67	24
O=c1[nH][nH]c(-c2ccccc2)c1-c1ccccc1	113	104	112	108	95	/	/	103	104
CCCCc1oc2ccc([N+](=O)[O-])cc2c1C(=O)c1ccc(C#Cc2ccc(CCC)cc2)cc1	84	87	98	96	91	89	100	101	96
Cc1nn2c(=O)c3c4c(sc3nc2n1-c1ccc(Cl)cc1)CN(C)CC4	81	89	96	97	83	92	/	99	96
COc1ccc(-c2nnc(N3CCN(C(=O)CN4CCN(c5ccc(OC)cc5)CC4)CC3)nc2-c2ccc(OC)cc2)cc1	-84*	21	19	-13*	-81*	-61*	33	-41*	29
COc1ccc2[nH]c(=O)c(CSc3nccc(-c4ccc5ccccc5c4)n3)cc2c1	78	87	106	97	63	97	93	83	79
CCOC1CCc2c(C)nc(N)nc2S1 (stereo not drawn)	87	106	116	106	93	121	119	102	101
COc1ccc2[nH]c(=O)c(CSc3ccccc3Nc3nccc(-c4ccc5c(c4)OCO5)n3)cc2c1	66	95	101	90	76	87	93	74	83
O=C1OC2C=CC3CC2(O1)C1CCCC(=O)N1O3 (stereo not drawn)	90	107	112	109	111	110	104	106	113
CCCCCCC1=C(P(=O)(O)O)N[C@H](C(=O)OCC)CS1	85	95	104	103	99	112	88	90	106
Nc1nnc(SCC(=O)NN2C(=O)NC3(CCCCC3)C2=O)s1	101	106	124	113	97	89	106	116	154
O=C(c1ccccc1)N1c2ccccc2Sc2ccccc21	75	85	83	77	99	82	95	85	33
CN(C)CCc1[nH]c2ccccc2c1CC#N	105	112	117	102	108	110	100	104	117
O=C(CSc1n[nH]c(-c2ccncc2)n1)c1ccccc1	90	101	110	106	95	104	101	103	108
Cc1cccc(-c2n[nH]c(=S)n2N2C(=O)CSC2=S)c1	89	102	103	100	97	102	94	102	102
COC(=O)/C=C1/Nc2ccc(Cl)cc2C(=O)NC1=O	93&103	106&97	108&108	65&83	93&94	107&110	96&95	108&104	103&104
O=C1CSC(c2cn(-c3ccccc3)nc2-c2ccc([N+](=O)[O-])cc2)N1c1ccccc1 (stereo not drawn)	91	90	117	101	92	99	99	97	110
C[C@@H]1[C@H]2C[C@@H](C[C@H]1NC(=O)c1cc(-c3ccccc3)on1)C2(C)C	86	91	88	95	102	85	82	80	96
COc1ccc(/C=N/NC(=O)N2CCN(c3cc4c(cc3F)c(=O)c(C(=O)O)cn4C3CC3)CC2)cc1	88	97	114	102	113	95	102	102	105
CC1=C(C(=O)OC(C)(C)C)C(c2ccc3c(c2)OCO3)NC(=S)N1 (stereo not drawn)	81	96	116	95	92	105	93	102	106
CC1(C)CC[C@]2(C#N)CC[C@]3(C)C(=CC[C@@H]4[C@@]5(C)CCC(=O)NC(C)(C)[C@@H]5CC[C@]43C)[C@@H]2C1	89	102	110	94	104	105	102	105	101
CNS(=O)(=O)Oc1ccc(NC(=O)C2CCCC2)cc1	88	100	104	96	95	104	/	107	105
S=C1SCN(Cc2cccs2)CN1Cc1cccs1	47	107	108	91	104	106	99	108	101
Cc1ccc2[nH]c(O)c(N=Nc3nc(-c4cc5ccccc5oc4=O)cs3)c2c1	89	80	122	102	74	102	99	90	108
CCOc1cc(OCC)cc(C(=O)Nc2cnc(Nc3ccc(N4CCOCC4)cc3)nc2Oc2ccc(OC)cc2)c1	70	97	102	86	92	99	99	93	97
COP(=O)(OC)C(c1ccccc1)(c1ccccc1)c1ccccc1	/	104	103	94	84	-9.3*	95	96	108
O=C1/C(=C/c2ccc(Br)cc2)SC(=Nc2ccccc2)N1Nc1ccccc1	90	64	72	68	77	90	73	70	54
CCN1C(=O)N(CC)C2Nn3c(s/c(=C\c4ccc(Br)cc4)c3=O)=NC21 (stereo not drawn)	84	95	91	101	90	94	90	95	99
NC(=O)c1ccc(O)cc1	92	104	122	107	100	102	100	109	106
CC1SC(c2ccc(N(C)C)cc2)N(NC(=O)C(O)(c2ccccc2)c2ccccc2)C1=O (stereo not drawn)	85	99	102	87	105	80	81	95	144
Cc1cc(N=C2NC(=O)S/C2=C\c2ccc(F)cc2)n[nH]1	-9.0*	/	19	28	17	25	32	9.6*	5.7*
CCC(CC)NCCOC(=O)c1ccc([N+](=O)[O-])cc1	108	101	117	113	127	105	120	111	102
Oc1c(C=C2N=c3ccccc3=N2)sc(=S)n1N1CCOCC1	83	85	94	106	96	88	96	91	93

For reference, part of the list above.
SMILES	NCI-H522	NCI-H23	COLO 205	KM12	NCI-H226	IGROV1	NCI-H322M	NCI/ADR-RES	NCI-H460
COc1ccc2[nH]c(=O)c(CSc3nccc(-c4ccc5ccccc5c4)n3)cc2c1	78	87	106	97	63	97	93	83	79
CCOC1CCc2c(C)nc(N)nc2S1 (stereo not drawn)	87	106	116	106	93	121	119	102	101
COc1ccc2[nH]c(=O)c(CSc3ccccc3Nc3nccc(-c4ccc5c(c4)OCO5)n3)cc2c1	66	95	101	90	76	87	93	74	83
O=C1OC2C=CC3CC2(O1)C1CCCC(=O)N1O3 (stereo not drawn)	90	107	112	109	111	110	104	106	113
CCCCCCC1=C(P(=O)(O)O)N[C@H](C(=O)OCC)CS1	85	95	104	103	99	112	88	90	106
Nc1nnc(SCC(=O)NN2C(=O)NC3(CCCCC3)C2=O)s1	101	106	124	113	97	89	106	116	154
O=C(c1ccccc1)N1c2ccccc2Sc2ccccc21	75	85	83	77	99	82	95	85	33
CN(C)CCc1[nH]c2ccccc2c1CC#N	105	112	117	102	108	110	100	104	117
O=C(CSc1n[nH]c(-c2ccncc2)n1)c1ccccc1	90	101	110	106	95	104	101	103	108
Cc1cccc(-c2n[nH]c(=S)n2N2C(=O)CSC2=S)c1	89	102	103	100	97	102	94	102	102
COC(=O)/C=C1/Nc2ccc(Cl)cc2C(=O)NC1=O	93&103	106&97	108&108	65&83	93&94	107&110	96&95	108&104	103&104
O=C1CSC(c2cn(-c3ccccc3)nc2-c2ccc([N+](=O)[O-])cc2)N1c1ccccc1 (stereo not drawn)	91	90	117	101	92	99	99	97	110
C[C@@H]1[C@H]2C[C@@H](C[C@H]1NC(=O)c1cc(-c3ccccc3)on1)C2(C)C	86	91	88	95	102	85	82	80	96
COc1ccc(/C=N/NC(=O)N2CCN(c3cc4c(cc3F)c(=O)c(C(=O)O)cn4C3CC3)CC2)cc1	88	97	114	102	113	95	102	102	105
CC1=C(C(=O)OC(C)(C)C)C(c2ccc3c(c2)OCO3)NC(=S)N1 (stereo not drawn)	81	96	116	95	92	105	93	102	106
CC1(C)CC[C@]2(C#N)CC[C@]3(C)C(=CC[C@@H]4[C@@]5(C)CCC(=O)NC(C)(C)[C@@H]5CC[C@]43C)[C@@H]2C1	89	102	110	94	104	105	102	105	101
CNS(=O)(=O)Oc1ccc(NC(=O)C2CCCC2)cc1	88	100	104	96	95	104	/	107	105
S=C1SCN(Cc2cccs2)CN1Cc1cccs1	47	107	108	91	104	106	99	108	101
Cc1ccc2[nH]c(O)c(N=Nc3nc(-c4cc5ccccc5oc4=O)cs3)c2c1	89	80	122	102	74	102	99	90	108
CCOc1cc(OCC)cc(C(=O)Nc2cnc(Nc3ccc(N4CCOCC4)cc3)nc2Oc2ccc(OC)cc2)c1	70	97	102	86	92	99	99	93	97
COP(=O)(OC)C(c1ccccc1)(c1ccccc1)c1ccccc1	/	104	103	94	84	-9.3*	95	96	108

Continued:
SMILES	NCI-H522	NCI-H23	COLO 205	KM12	NCI-H226	IGROV1	NCI-H322M	NCI/ADR-RES	NCI-H460
CCCCCCCCCCCCCC[n+]1ccc(C)cc1	-12*	-19*	-90*	-98*	32	-80*	5.6*	67	-74*
CC1=CC(C)(C)NC(=S)N1	130	101&113	104&128	102&106	102&116	126&117	119&97	105&115	109&181
NS(=O)(=O)c1cccc([N+](=O)[O-])c1	91	89	109	99	101	138	131	104	116
COc1cc(/C=C/C(=O)NCC(=O)NN)cc(OC)c1OC	79	97	108	99	101	100	/	96	104
Cc1c(Cl)ccc2c1N1OC(C2)C[C@H]1/C=C/c1ccccc1 (stereo partly drawn)	84	83	111	101	84	64	80	90	103
O=c1nc2sc3nc4ccccc4cc3cc-2s1	122	101	127	129	/	127	106	103	106
Cc1ccc(C(=O)CSc2nc(-c3ccc(Cl)cc3)c(C#N)c(=O)[nH]2)cc1	89	103	98	100	97	104	101	99	111
Cc1ccc(N2CC(O)CSC2=Nc2ccccc2)cc1 (stereo not drawn)	77	75	114	100	84	68	94	61	86
COC(=O)Nc1nc2ccc(C(=O)c3cccc(I)c3)cc2[nH]1	-29*	22	-30*	7.6*	51	15	39	-0.7*	4.5*
Cc1cc(Nc2ccc(C)c(C)c2)nc(N)n1	86	92	114	111	97	93	97	99	104
Cc1ccc(/C=C/C(=O)c2ccc(Nc3nc(NCCO)nc(Nc4ccc(Cl)cc4)n3)cc2)cc1	85	95	/	52	/	96	97	92	73
c1ccc2c(c1)NC1(CCCCC1)n1nccc1-2	88	/	97	102	88	96	/	100	109
CCCCn1cnc2c(SCCc3ccccc3)nc(N)nc21	106	112	/	107	90	97	91	103	108
CCOC(=O)C(Cc1ccccc1)n1c(O)c(/C=N/c2ncn[nH]2)sc1=S (stereo not drawn)	64	95	91	99	101	82	88	107	105
CCOC(=O)CCCCN1C(=O)S/C(=C\c2ccccc2)C1=O	95	99	130	107	107	100	102	96	105
CCCCCCCCSc1nnc(-c2c(C)nc3ccc(C)cn23)o1	97	91	112	106	102	94	104	95	106
CC(O)(C(=O)O)c1cccc2ccccc12 (stereo not drawn)	90	97	112	102	101	111	103	96	113
CCCOc1ccn2c(C(C)=O)cc(-c3ccccc3S(C)(=O)=O)c2c1	90	108	125	/	97	106	100	102	104
COc1ccc(C(=O)c2cc3c(N)c(C(=O)Nc4cccc5ccccc45)sc3nc2C)cc1	-29*	31	-38*	12	47	24	51	8.4*	3.1*
Cc1ccc(C(C)O)cc1 (stereo not drawn)	101	104	100	104	105	102	135	110	109

Part of the list above in order of length of the SMILES, lowest first:
SMILES	NCI-H522	NCI-H23	COLO 205	KM12	NCI-H226	IGROV1	NCI-H322M	NCI/ADR-RES	NCI-H460
COc1cc(/C=C/C(=O)NCC(=O)NN)cc(OC)c1OC	79	97	108	99	101	100	/	96	104
Cc1c(Cl)ccc2c1N1OC(C2)C[C@H]1/C=C/c1ccccc1 (stereo partly drawn)	84	83	111	101	84	64	80	90	103
Cc1ccc(/C=C/C(=O)c2ccc(Nc3nc(NCCO)nc(Nc4ccc(Cl)cc4)n3)cc2)cc1	85	95	/	52	/	96	97	92	73

New compounds follow
SMILES	NCI-H522	NCI-H23	COLO 205	KM12	NCI-H226	IGROV1	NCI-H322M	NCI/ADR-RES	NCI-H460
COc1cc(Br)c(OC)cc1Br	90	78	109	76	98	80	90	95	99
CCCC1=NNC(=O)C1	94	/	99	117	108	103	/	115	109
Cc1ccc(C)c(CCC(O)CCl)c1 (stereo not drawn)	100	109	/	107	117	105	124	112	109
C/C(=C(/c1ccc(Cl)cc1)c1ccc(OCCN)cc1)c1ccccc1	100	/	110	102	102	96	96	100	101
CCOC(=O)CC1CSC(=NCc2ccccc2)N1 (stereo not drawn)	100	94	122	99	101	101	89	97	113
CC(C)C[C@H](N)C(=O)NS(=O)(=O)c1ccc(Br)c2ccncc12	101	105	131	102	97	109	103	108	105
C/C(=C(\c1ccc(OCCN2CCOCC2)cc1)c1ccc(OC(=O)C2CCCCC2)cc1)c1ccc(Cl)cc1	63	89	103	99	103	103	92	98	98
CCn1c(SCC(=O)c2ccc(Br)cc2)nnc1-c1ccncc1	96	105	114	106	99	115	110	107	108
CCCCCCc1cc(-c2cc(CCCCCC)[nH]n2)n[nH]1	86	98	112	102	97	105	98	100	93
O=C1/C(=C\c2ccccc2O)Sc2ccc(Cl)cc21	94	88	106	100	95	100	95	94	109
O=C(CN1CCN(c2cc(=O)[nH]c3ccc(F)cc23)CC1)Nc1ccccc1[N+](=O)[O-]	90	97	107	97	88	87	98	95	102
COc1ccc(CN2C(=O)C3C/C(=C\N(C)C)C(=O)N3C2N(C)C)c(OC)c1 (stereo not drawn)	96	102	109	108	104	108	103	108	109
Cc1ccc(NCC(=O)Cn2cc(COc3ccc(C=Nc4cnc5ccccc5c4)cc3)nn2)cc1C	105	111	113	107	104	112	105	113	128
CCCCCc1ccc(S(=O)(=O)Nc2cccc(-c3csc(NCCN4CCN(C)CC4)n3)c2)cc1	90	84	22	78	97	80	83	86	-9.2*
